High-throughput results deposited in PubChem by Broad Institute.
S100A4 inh HTS: inhibitors of human S100A4 binding to myosin IIA peptide | P26447 | S100A4/TAMRA-MyoIIA peptide fluorescence polarization | inhibition, % at 10.7 µM | 360,000 compounds, 0.14% hits | AID 652163;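 active = mean inhibition of at least 70% across replicates, with every replicate also reaching that level; inconclusive = mean inhibition reaches 70% but some replicates fall short; inactive = mean inhibition below 70%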
Target sequence (P26447 whole entry, looked up): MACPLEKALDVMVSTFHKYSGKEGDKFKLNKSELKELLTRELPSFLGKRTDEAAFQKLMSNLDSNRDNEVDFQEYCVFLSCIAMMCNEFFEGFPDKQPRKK
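assay system = human S100A4 monomer with TAMRA-labelled myosin IIA peptide | also added = labelled myosin peptide probe, 5 nM | incubation = 5 min between mix addition and reading | control set = DMSO and TFP controls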
LGR2 inh: Drosophila LGR2 receptor signaling inhibition. HEK293 LGR2, CRE-luciferase, bursicon-stimulated, 4 h. inhibition, % at 9.99 µM. 380,000 compounds, 0.35% hits. AID 720647;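 active = drop in luminescence signal, shown as inhibition above about 50% in the replicate tests, limit read from the data, passing the limit was not always enough; inconclusive = probably only some replicates passing the limit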;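 note: agonist challenge used bursicon conditioned medium at about half maximal strength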
PAX8 reporter: inhibitors of PAX8 transcriptional activity in RMG-I cells. 360,000 compounds, 1.2% hits. RMG-I TPO-luciferase reporter, SteadyGlo, 24 h. inhibition, % at 12.6 µM;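 active = mean replicate inhibition at least 60% with every replicate also reaching 60%; inconclusive = only one of the two criteria is met; inactive = mean below 60% and not all replicates reaching 60%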;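 note: luciferase light reporting Pax8 driven TPO promoter activity; plate controls were median of neutral control wells for no effect and mitoxantrone controls for full effect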
FN deposition inh: fibronectin deposition inhibition; 350,000 compounds, 0.086% hits; inhibition, % at 12.6 µM; AH1F fibroblasts, Alexa488-fibronectin deposition fluorescence, overnight; AID 743247;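 active = mean inhibition across replicates of 30% or more, regardless of how many single replicates reach that level; inconclusive = mean under 30% yet at least half of replicates reach 30%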;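 note: positive control wells lacked labelled fibronectin entirely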
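Test system: AH1F fibroblast monolayer depositing Alexa488-labelled fibronectin into matrix. Input: 10000 cells per well. Technique: fluorescence, ex 485 nm, em 525 nm. Buffer or medium: DMEM plus 2% serum, read in PBS. Timing: 1 h cell adhesion before compound, then overnight fibronectin incubation. Compound: single dose, pinned. Read-out basis: inhibition from reduced deposited-fibronectin fluorescence.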
PGC1a acetyl inh: PGC1a acetylation modulation, inhibitor mode; U2OS PGC1a acetylation, AlphaScreen anti-acetyl-lysine; with virally co-expressed GCN5 acetyltransferase; inhibition, % at 15.6 µM; 350,000 compounds, 0.17% hits; AID 651687;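 active = every replicate shows inhibition of at least 40%; inconclusive = mean inhibition at least 40% but some replicate below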;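 note: 0% = neutral control wells and 100% = positive control wells; some results beyond the cut were filed as inactive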
PglD DTNB: inhibitors of Campylobacter jejuni PglD acetyltransferase. purified PglD enzyme, DTNB colorimetric CoA detection. inhibition, % at 12.5 µM. 360,000 compounds, 0.098% hits. AID 602405; in the data active = inhibition above about 16%, passing the limit was not always enough; inconclusive = no clear call, values can overlap the other calls; note: strong numbers were not always called active
ERAP1 inh: ERAP1 (human) enzyme inhibition; 340,000 compounds, 0.15% hits; inhibition, % at 10.7 µM; recombinant ERAP1, Leu-AMC fluorescence, 60 min; Q9NZ08;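 active = mean replicate inhibition of at least 30%, or all replicates individually reaching that 30% level; inactive = mean below 30% and not every replicate reaching it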;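 note: 0% = neutral control wells and 100% = L-leucinethiol positive control wells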
Target sequence (Q9NZ08 whole entry, looked up): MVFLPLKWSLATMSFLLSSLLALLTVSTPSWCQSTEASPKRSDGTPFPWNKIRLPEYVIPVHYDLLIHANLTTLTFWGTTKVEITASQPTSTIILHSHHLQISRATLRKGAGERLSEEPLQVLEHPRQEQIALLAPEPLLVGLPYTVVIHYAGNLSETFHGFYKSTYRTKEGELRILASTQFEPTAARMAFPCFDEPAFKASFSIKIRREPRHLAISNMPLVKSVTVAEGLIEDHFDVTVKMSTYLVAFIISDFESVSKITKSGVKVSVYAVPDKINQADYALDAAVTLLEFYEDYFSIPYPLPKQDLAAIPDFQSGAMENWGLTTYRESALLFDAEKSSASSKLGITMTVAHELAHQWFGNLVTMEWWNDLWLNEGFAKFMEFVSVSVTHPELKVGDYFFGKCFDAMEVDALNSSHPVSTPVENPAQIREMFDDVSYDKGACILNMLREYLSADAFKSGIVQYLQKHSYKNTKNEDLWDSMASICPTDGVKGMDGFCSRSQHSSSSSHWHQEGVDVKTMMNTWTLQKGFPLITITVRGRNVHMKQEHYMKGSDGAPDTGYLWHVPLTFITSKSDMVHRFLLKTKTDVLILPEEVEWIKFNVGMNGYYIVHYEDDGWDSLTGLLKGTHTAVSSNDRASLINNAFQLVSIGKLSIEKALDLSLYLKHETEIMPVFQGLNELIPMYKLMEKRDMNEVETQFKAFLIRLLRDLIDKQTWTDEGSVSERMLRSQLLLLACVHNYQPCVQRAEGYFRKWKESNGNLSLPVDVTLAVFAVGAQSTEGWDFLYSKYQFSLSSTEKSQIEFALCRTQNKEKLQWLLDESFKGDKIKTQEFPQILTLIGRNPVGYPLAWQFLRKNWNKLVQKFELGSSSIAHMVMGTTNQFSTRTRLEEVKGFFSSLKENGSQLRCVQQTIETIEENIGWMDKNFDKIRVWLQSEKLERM
EWS-Fli inh: EWS/Fli transcriptional activity inhibition | A673 NR0B1-luciferase reporter, viability-normalised | inhibition, % at 12.6 µM | 350,000 compounds, 0.67% hits;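 active = mean inhibition of at least 50% after viability correction, with every replicate also passing that limit; inconclusive = mean reaches 50% but only one of two replicates passes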;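 note: firefly luciferase signal divided by Alamar Blue viability fluorescence both relative to DMSO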
An asterisk follows results filed as active; ? = inconclusive; / = no result given; & = joins results of further samples.

SMILES	S100A4 inh HTS	LGR2 inh	PAX8 reporter	FN deposition inh	PGC1a acetyl inh	PglD DTNB	ERAP1 inh	EWS-Fli inh
CC(C)NC(=O)N(C)C[C@@H]1Oc2ccc(NC(=O)Nc3ccc(C(F)(F)F)cc3)cc2CC(=O)N([C@H](C)CO)C[C@@H]1C	-6&3	14&-6	31	-14&5	3&-6	2&4	-3&-4	-5&6
O=C(Cn1ccc(NC(=O)OCc2ccccc2)nc1=O)NCc1ccccn1	6	2	-4	6	7	-2	3	-7
COc1ccccc1C1CCN(Cc2ccc3ccccc3c2)CC1	-10	1	11	/	-6	-2	2	19
O=C(NCc1cccs1)C1CCCN(S(=O)(=O)c2cnc[nH]2)C1 (centres undefined)	1	13	-16	0	1	0	/	-2
O=C(C[C@@H]1C=C[C@@H](NC(=O)c2ccc3c(c2)OCO3)[C@H](CO)O1)NCc1ccc(F)cc1	0	10	3	3	2	-2	5	-3
Cc1ccc(-c2nnc(SC(C)C(=O)NCC3CCCO3)nc2-c2ccc(C)cc2)cc1 (centres undefined)	9	-5	5	0	/	-2	3	11
O=C(COc1ccccc1[N+](=O)[O-])NCCC1=CCCCC1	15	19	25	-3	3	/	0	-5
O=C(Nc1cccc(F)c1)Nc1nnc([C@@H]2O[C@H](CO)[C@@H](O)[C@H]2O)s1	-3	4	-13	1	4	1	-14	-14
Cn1nc(C(C)(C)C)cc1C(=O)N1CCCCC1c1cc(C(=O)Nc2cccc(C#N)c2)no1 (centres undefined)	-4	-14	8	-4	-2	2	-1	-1
COc1ccc(S(=O)(=O)N(C)C[C@@H]2Oc3ccc(NC(=O)Nc4ccc5c(c4)OCO5)cc3C(=O)N([C@@H](C)CO)C[C@@H]2C)cc1	-4	8	/	-5	-4	0	2	-6
CCN(CC(=O)Nc1cc(Cl)ccc1C)C(=O)C1CCCCC1	-2	-6	11	-3	/	/	7	-2
COc1ccc(Cl)cc1NC(=O)N1CCN(S(C)(=O)=O)CC1	/	/	-8	10	20	-3	/	/
COc1ccc(NC(=O)Nc2ccc3c(c2)CC(=O)N([C@H](C)CO)C[C@H](C)[C@@H](CN(C)S(=O)(=O)c2ccc(Cl)cc2)O3)cc1	8	11	/	3	-13	/	-1	0
CCNC(=O)C1=C(O)c2sccc2N(C)S1(=O)=O	4	/	-6	-1	-2	/	14	-1
O=C(Nc1ccccc1)[C@@H]1[C@@H](CO)[C@@H]2Cn3c(cccc3=O)[C@H]1N2Cc1ccncc1	13	-12	/	/	/	5	2	-3
CC1CN2C(c3ccc(Cl)cc3)=CSC2=N1 (centres undefined)	-6	6	-9	-6	/	-1	-1	0
CCCSc1ccc([C@@H]2[C@H]3C(=O)N(CC)C(=O)[C@H]3[C@]3(C(=O)OC)CCCN23)cc1OC	-5	11	12	1	/	-1	0	10
CCc1sc(N2[C@H](C#N)[C@H](c3ccccc3-c3ccc(F)cc3)[C@@H]2CO)nc1C	35	-1	-10	3	8	/	1	14
COCCCn1c(SCC(=O)N2CCOCC2)nc2cc(Cl)ccc2c1=O	3	0	-8	6	-2	5	-4	9
CC(C)[C@@H]1CC[C@@H](C)C[C@H]1O	-5	0	-11	-1	-7	0	0	-11
Cc1ccc(-c2nc(=O)[nH]c3ccccc23)cc1	8	10	6	-1	2	-4	1	-1
CCOC(=O)CSc1nnc(CNC(=O)Cc2ccccc2)n1-c1ccccc1OC	-1	-15	/	/	0	/	-4	-5
Cc1cccc(-n2ncc3c(N(C)C4CCCCC4)ncnc32)c1	5	88*	47	-5	0	-1	-3	73*
CC(C)c1nc(N2CCCC2)c(C#N)c2c1CCCC2	/	/	5	4	-12	-2	/	/
CCn1cnc2cc(NCc3ccccc3Cl)ccc21	-15	-41	-34	/	3	-4	5	-73

Arranged by value in LGR2 inh (high to low): three of the compounds above
| smiles | S100A4 inh HTS | LGR2 inh | PGC1a acetyl inh | PglD DTNB | ERAP1 inh |
| --- | --- | --- | --- | --- | --- |
| CCCSc1ccc([C@@H]2[C@H]3C(=O)N(CC)C(=O)[C@H]3[C@]3(C(=O)OC)CCCN23)cc1OC | -5 | 11 | / | -1 | 0 |
| O=C(C[C@@H]1C=C[C@@H](NC(=O)c2ccc3c(c2)OCO3)[C@H](CO)O1)NCc1ccc(F)cc1 | 0 | 10 | 2 | -2 | 5 |
| O=C(Cn1ccc(NC(=O)OCc2ccccc2)nc1=O)NCc1ccccn1 | 6 | 2 | 7 | -2 | 3 |

Next part
SMILES	S100A4 inh HTS	LGR2 inh	PAX8 reporter	FN deposition inh	PGC1a acetyl inh	PglD DTNB	ERAP1 inh	EWS-Fli inh
Cc1ccc(-c2ccc(CN3C(CC(C)C)C(=O)N(Cc4cn(CC5CCCCC5)nn4)CCS3(=O)=O)cc2)cc1 (centres undefined)	1	9	32	5	-3	-2	-3	-8
N#C/C(=C(/O)c1ccc2c(c1)OCO2)c1nc2cc(C(F)(F)F)ccc2s1	16	-17	-2	7	-7	4	1	-8
O=C(NC(CC1=CCCCC1)c1ccccc1)C(F)(F)F (centres undefined)	-3	-4	-17	5	/	/	3	-25
C[C@@H]1CN([C@@H](C)CO)C(=O)c2cc(NC(=O)Nc3ccccc3)ccc2O[C@H]1CN(C)C	-5	-1	-6	/	-1	3	-2	/
Cc1ccc(-n2c3c(c(=O)[nH]c2=O)C(NS(=O)(=O)c2ccc(Cl)cc2)(C(F)(F)F)C(=O)N3)cc1 (centres undefined)	-3	1	-22	-10	-5	0	-2	/
CCOc1cc(C2C(C#N)=C(N)OC3=C2C(=O)CC(C)(C)C3)cc([N+](=O)[O-])c1O (centres undefined)	3	1	-14	7	-4	/	6	0
O=C(O)Cc1cc2c(s1)CCCCC2	/	/	-3	10	3	-4	/	/
CC(NC(=O)COC(=O)CNC(=O)C1CCCCC1)c1ccccc1 (centres undefined)	-12	-19	10	/	-1	-1	0	-10
CN(C)C(=O)C[C@@H]1CC[C@H]2[C@@H](COc3ccc(NC(=O)Nc4cccc(Cl)c4)cc3C(=O)N2C)O1	2	2	-11	-10	2	0	0	-7
CC(NC(=O)c1ccc(S(=O)(=O)N(C)C)cc1)c1ccccc1 (centres undefined)	/	/	10	6	1	3	/	/
CCC(=O)N(C)C[C@H]1Oc2cc(C#CCC(C)C)ccc2S(=O)(=O)N([C@@H](C)CO)C[C@@H]1C	0	15	/	3	4	-4	-2	32
CC(C)[C@H](NC(=O)c1ccccc1)C(=O)NC1CCCCCCC1	-3	4	-3	-2	/	-10	-1	2
O=C(CCc1nc2ccccc2s1)N1CCN(c2ccccc2)CC1	-2	8	3	-7	/	/	3	16
Cc1ccc2nc(-c3ccc(F)cc3)c(Cc3ccccc3C(F)(F)F)n2c1	-4	-33	-63	-4	0	1	0	-54
COc1ccc(S(=O)(=O)NNc2nc(C)cc(C)n2)cc1Br	2	6	-3	4	-5	3	2	2
CC(C)C#Cc1ccc([C@H]2[C@@H](CO)N3CCCCN(C(=O)c4ccc5c(c4)OCO5)C[C@H]23)cc1	6	3	20	/	-14	2	-1	-18
CCOC(=O)Nc1ccc(C(=O)Oc2ccccc2)c(O)c1	2	-53	/	/	10	-1	1	-12
O=C(c1cc(-c2ccccn2)nc2ccc(Cl)cc12)N1CCN(CCc2ccccc2)CC1	-2	-1	25	/	4	/	1	8
CC(=O)NNC(=O)CCn1c2c(c3ccccc31)CCCC2	1	-4	10	4	26	-2	1	0
COc1ccc(/C=N\NC(=O)c2ccccc2F)cc1COc1ccc(F)cc1F	2	-12	13	8	5	-4	-2	/
CC1=Nc2ccccc2/C1=C\c1nc(-c2ccc(F)cc2)oc1O	?	-4	/	/	-2	4	1	9
C[C@H]1CN([C@@H](C)CO)C(=O)c2cc(-c3cccc(C#N)c3)cnc2O[C@@H]1CN(C)C(=O)c1cnccn1	10	15	-14	-5	0	-1	/	8
CCN(CC)S(=O)(=O)c1ccc(C(=O)Nn2cnnc2)cc1	0	17	1	6	1	3	0	-11
C[C@@H]1CN([C@H](C)CO)C(=O)c2cc(C3=CCCC3)cnc2O[C@@H]1CN(C)C(=O)c1ccccc1	-19	14	/	/	9	-1	2	-2
CCN1C(=O)N[C@@H]2C[C@H](C(=O)N3CCCC3)[C@H](C)[C@H](c3ccccc3)C[C@@H]21	-1	-22	-9	5	/	/	-1	1

A second format for 6 compounds above.
SMILES,S100A4 inh HTS,LGR2 inh,PAX8 reporter,FN deposition inh,PGC1a acetyl inh,PglD DTNB,ERAP1 inh,EWS-Fli inh
CC(=O)NNC(=O)CCn1c2c(c3ccccc31)CCCC2,1,-4,10,4,26,-2,1,0
COc1ccc(/C=N\NC(=O)c2ccccc2F)cc1COc1ccc(F)cc1F,2,-12,13,8,5,-4,-2,/
CC1=Nc2ccccc2/C1=C\c1nc(-c2ccc(F)cc2)oc1O,?,-4,/,/,-2,4,1,9
C[C@H]1CN([C@@H](C)CO)C(=O)c2cc(-c3cccc(C#N)c3)cnc2O[C@@H]1CN(C)C(=O)c1cnccn1,10,15,-14,-5,0,-1,/,8
CCN(CC)S(=O)(=O)c1ccc(C(=O)Nn2cnnc2)cc1,0,17,1,6,1,3,0,-11
C[C@@H]1CN([C@H](C)CO)C(=O)c2cc(C3=CCCC3)cnc2O[C@@H]1CN(C)C(=O)c1ccccc1,-19,14,/,/,9,-1,2,-2

Going on with the list:
SMILES	S100A4 inh HTS	LGR2 inh	PAX8 reporter	FN deposition inh	PGC1a acetyl inh	PglD DTNB	ERAP1 inh	EWS-Fli inh
CCOc1ccc(CNC(=O)C2CCN(c3nn4c(=O)cc(C)nc4s3)CC2)cc1	-4	13	5	0	-4	-2	0	/
COc1ccc(C(=O)C2CCCN(C(=O)c3ccc4cc[nH]c4c3)C2)c(C)c1 (centres undefined)	-12	-7	1	-12	-8	-4	0	-10
Cn1cnc(S(=O)(=O)N2CCCCN3[C@H](C2)[C@H](c2ccc(-c4ccccc4)cc2)[C@@H]3CO)c1	2	18	21	/	-5	2	-2	1
CCc1cnc(N2[C@@H](C#N)[C@H](c3ccccc3)[C@@H]2CO)s1	8	5	-2	0	8	2	0	-13
CCCCCCOc1ccc(/C=C/C(=O)N2CCOCC2)cc1OC	0	14	16	1	-3	0	2	-11
Clc1cccc(CSc2ncnc3c2ncn3C2CCCCO2)c1 (centres undefined)	-1	-82	-137	-5	7	-1	-1	-75
CCOC(=O)COn1c(=O)c(-c2ccc(OC)cc2)[n+]([O-])c2ccccc21	-1	-27	-63	-2	-4	-7	-2	-11
CCc1ccc(-c2cc(C)no2)cc1S(=O)(=O)N1CCOc2ccccc21	-3	22	-17	-37	18	2	0	9
CCN(C(=O)COC(=O)c1cccc(S(=O)(=O)N2CCOCC2)c1)C1CCS(=O)(=O)C1 (centres undefined)	4	2	0	-5	-4	-4	-1	0

Three compounds out of the list, ordered by SMILES length, largest number first:
SMILES	S100A4 inh HTS	LGR2 inh	PAX8 reporter	FN deposition inh	PGC1a acetyl inh	PglD DTNB	ERAP1 inh	EWS-Fli inh
COc1ccc(C(=O)C2CCCN(C(=O)c3ccc4cc[nH]c4c3)C2)c(C)c1 (centres undefined)	-12	-7	1	-12	-8	-4	0	-10
CCc1ccc(-c2cc(C)no2)cc1S(=O)(=O)N1CCOc2ccccc21	-3	22	-17	-37	18	2	0	9
CCCCCCOc1ccc(/C=C/C(=O)N2CCOCC2)cc1OC	0	14	16	1	-3	0	2	-11
